Screening results from PubChem.
IL2 activator: activators of IL-2; IL-2 activation reporter assay, cell-based qHTS; stimulated with anti-CD3/CD4/CD28 beads; in transgenic mouse T cells; activation, % (series mostly up to about 46 µM); 360,000 tested, 0.065% active; AID 652025; in the data active means activation above about 50%; inconclusive means mostly about 30% to 49%; further: 0% is about no effect
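Using fluorescent plate cytometry, EGFP and DsRed are detected in transgenic mouse T cells stimulated 18 h at 37 degrees C with antibody-coated beads after 60 min compound pretreatment.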
Nrf2 activator: Nrf2 pathway activation | AREc32 ARE-luciferase reporter (MCF7-derived line), luminescence, 24 h | Potency, µM (top dose mostly 46.1 µM), for inactives: at the highest dose activation, hits mostly activators | 410,000 tested, 0.31% active | AID 624171; further: potency means the concentration at half of the fitted maximal effect; % of control where 0% means no effect; nearly all actives have a fitted effect of over 65% in size
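Luciferase luminescence (Steady-Glo, 30 min at room temperature) served as the read-out of ARE activation in AREc32 cells treated with compounds for 24 hr at 37 deg C.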
ATXN viability: viability counter-screen for ATXN expression inhibitors; 400,000 tested, 0.49% active; AID 651635; Potency, µM (highest dose often 56.7 µM), usual class: cytotoxic; S2 cells (HEK-293 line with an ATXN2-luciferase reporter) viability, CellTiter-Fluor protease fluorescence, 24 h; further: potency means the concentration at half of the fitted maximal effect; nearly all actives have a fitted effect of over 40% in size
EPAC2 agonist: activates human EPAC2 exchange factor | EPAC2 activation, biochemical qHTS; response scale: 100% = 6.5 mM cAMP response | Q8WZA2 | 360,000 tested, 0.079% active | Potency, µM (titrated, usually from 154 µM), for inactives: at the top dose activation, actives largely listed as activators; further: potency means the concentration at half of the fitted maximal effect; nearly all actives have a fitted effect of over 50% in size
Target sequence (Q8WZA2 whole entry, looked up): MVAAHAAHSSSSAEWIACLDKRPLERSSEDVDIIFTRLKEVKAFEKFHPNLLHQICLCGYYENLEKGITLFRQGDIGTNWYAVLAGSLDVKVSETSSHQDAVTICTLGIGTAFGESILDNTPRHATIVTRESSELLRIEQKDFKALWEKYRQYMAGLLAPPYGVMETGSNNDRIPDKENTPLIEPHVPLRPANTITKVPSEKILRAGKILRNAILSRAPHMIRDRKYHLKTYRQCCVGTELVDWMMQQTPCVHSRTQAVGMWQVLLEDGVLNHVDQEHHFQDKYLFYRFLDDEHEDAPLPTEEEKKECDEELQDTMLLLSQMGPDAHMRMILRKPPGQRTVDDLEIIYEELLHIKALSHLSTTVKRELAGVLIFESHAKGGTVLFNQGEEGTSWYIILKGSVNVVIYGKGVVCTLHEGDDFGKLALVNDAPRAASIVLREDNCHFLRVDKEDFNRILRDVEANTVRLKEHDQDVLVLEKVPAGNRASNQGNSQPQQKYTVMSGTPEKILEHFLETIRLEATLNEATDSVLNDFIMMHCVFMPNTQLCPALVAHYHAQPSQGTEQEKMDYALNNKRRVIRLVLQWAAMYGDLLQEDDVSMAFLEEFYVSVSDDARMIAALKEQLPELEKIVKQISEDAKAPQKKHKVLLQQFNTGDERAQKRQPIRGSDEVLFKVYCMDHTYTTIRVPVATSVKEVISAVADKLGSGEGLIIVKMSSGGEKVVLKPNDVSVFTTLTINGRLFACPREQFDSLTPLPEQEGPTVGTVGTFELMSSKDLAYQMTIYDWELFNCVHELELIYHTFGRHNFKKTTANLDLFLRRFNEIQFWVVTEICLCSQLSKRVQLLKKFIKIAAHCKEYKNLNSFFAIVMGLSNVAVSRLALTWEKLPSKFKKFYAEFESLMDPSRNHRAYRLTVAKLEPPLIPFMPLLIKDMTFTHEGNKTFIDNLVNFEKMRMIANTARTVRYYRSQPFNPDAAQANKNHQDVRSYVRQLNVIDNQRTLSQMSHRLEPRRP
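Compounds were added across a concentration range to EPAC2 (100 nM), RAP1B-BODIPY-GDP (250 nM) and GDP (50 uM). After 5 min at room temperature, fluorescence was recorded at 5-min intervals for 30 min.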
TGFb inhibitor: blocks TGF-b signaling; AID 588855; HepG2 CAGA-GFP TGF-b/SMAD3 reporter, GFP fluorescence, 18 h; TGF-beta stimulated, 500 pg/mL final; 410,000 tested, 1.2% active; Potency, µM (top dose mostly 46.1 µM), inactives show at the top dose activity, negative = inhibition, usual class: inhibitors; further: potency means the concentration at half of the fitted maximal effect; on the % scale 0 is the no-effect control and ±100 the full control effect; nearly all actives have a fitted effect of over 65% in size
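HEPG2 CAGA-GFP reporter cells (1000/well, DMEM with 1% FBS) received compounds, then recombinant TGF-beta at 500 pg/mL final for 18 hours at 37 degrees C. Per-cell GFP summed per well was normalised to unstimulated and stimulated DMSO controls before curve fitting.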
HepG2 viability: kills HepG2 cells in TGF-b inhibitor counter-screen; Potency, µM (titrated, usually from 46.1 µM), for inactives: at the top dose activity change, negative = cytotoxicity, actives largely listed as cytotoxic; AID 588856; HepG2 CAGA-GFP viability, ATP luminescence, 18 h; 410,000 tested, 0.76% active; further: potency means the concentration at half of the fitted maximal effect; some results filed as inactive show a strong effect at the top dose
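CellTiter-Glo luminescence gave cytotoxicity after 18 hours at 37 degrees C. The cells were HepG2 CAGA-GFP in 1% FBS DMEM, stimulated with 500 pg/mL TGF-beta after compound addition. %Activity was normalised to no-cell wells (complete cell-killing) and DMSO (no toxicity), and curves were fitted and classified.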
Nrf2 inh: blocks Nrf2 signaling. A549 ARE-Fluc reporter, luciferase luminescence, 18-24 h. Potency, µM (titrated, usually from 46 µM), without a hit: at the top dose activity change, negative = inhibition, hits mostly inhibitors. 360,000 tested, 2.1% active. AID 504444; further: potency means the concentration at half of the fitted maximal effect; on the % scale 0 is the no-effect control and ±100 the full control effect; nearly all actives have a fitted effect of over 60% in size
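A549 ARE_Fluc cells (5000/well, 5% FBS OPTI-MEM) pre-incubated 2 h, then treated with compounds 18-24 h at 37C/5% CO2 in concentration-response. CellTiter-Fluor viability read first; BugLite luciferase luminescence after 15 min at room temperature gives Nrf2 activity.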
A549 tox: A549 cytotoxicity, counter-screen for Nrf2 inhibitors; Potency, µM (titrated, usually from 46 µM), for the others: at the top dose activity change, negative = cytotoxicity, hits mostly inhibitors; A549 ARE-Fluc cells, CellTiter-Fluor viability, 18-24 h; 390,000 tested, 0.16% active; further: potency means the concentration at half of the fitted maximal effect; on the % scale 0 is the no-effect control and ±100 the full control effect
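Cytotoxicity counterscreen: CellTiter-Fluor fluorescence was measured in A549 ARE_Fluc cells after 18-24 h of compound exposure in a concentration series. The subsequent BugLite luminescent read reports ARE-luciferase activity.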
ATXN2 expr inh: reduces ATXN2 reporter expression in HEK-293 cells; Potency, µM (titrated, usually from 57 µM), without a hit: top-dose activity change, negative = inhibition, hits mostly inhibitors; HEK-293 ATXN2-luciferase reporter, luminescence, 24 h; 360,000 tested, 0.72% active; further: potency means the concentration at half of the fitted maximal effect; on the % scale 0 is the no-effect control and ±100 the full control effect; nearly all actives have a fitted effect of over 55% in size
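qHTS (up to 57 uM final) was run with 24 h compound exposure of reporter cells at 37 °C. Each well was multiplexed: SteadyGlo luminescence measured ATXN2-luciferase expression after a fluorogenic Gly-Phe-AFC viability readout (25 uM final).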
Numbers without * were called inactive; [ ] = another dose, or the depositor's remark. Unless noted, the call rests on the fitted dose curve; in most records, active means well fitted curve in the direction sought with a large enough effect; inconclusive means small, poorly fitted or top-dose-only effect, or another doubt; inactive means no such curve, though single readings can be large; an effect the other way counts as inactive or inconclusive. Compounds as they come. About 4.3% of those tested had a hit in this group.

What do the screens show for `CCc1cccc(NS(=O)(=O)c2ccc3c(c2)NC(=O)C(C)S3)c1` (centres undefined)?
IL2 activator: -4.3; Nrf2 activator: 0.0%; ATXN viability: inconclusive; EPAC2 agonist: 10%; TGFb inhibitor: inconclusive; HepG2 viability: -35%; Nrf2 inh: 16µM*; A549 tox: -1%; ATXN2 expr inh: -14%

Results for Cc1cc(F)ccc1N1CCC(N2CCN(C(C)C)C(CCO)C2)CC1 (centres undefined) ?
IL2 activator: -7.5; Nrf2 activator: 2.8%; ATXN viability: inactive; EPAC2 agonist: 7%; TGFb inhibitor: -22%; HepG2 viability: -42%; Nrf2 inh: 1%; A549 tox: 10%; ATXN2 expr inh: -7%

What do the screens show for `O=C(CCCc1c[nH]c2ccccc12)N1CCN(S(=O)(=O)c2cccs2)CC1`?
IL2 activator: -1.4; Nrf2 activator: 0.6%; ATXN viability: inactive; EPAC2 agonist: 10%; TGFb inhibitor: inconclusive; HepG2 viability: -19%; Nrf2 inh: -28%; A549 tox: -1%; ATXN2 expr inh: -22%

How did COc1ccccc1CNC(=O)c1cc2cc3ccc(Cl)cc3nc2o1 do in these assays?
Nrf2 activator: 0.4%; ATXN viability: inactive; TGFb inhibitor: inconclusive; HepG2 viability: -50%; Nrf2 inh: 5%; A549 tox: 13%; ATXN2 expr inh: 3%

Results for CCc1ccc(NC(=O)C(=O)NCCOc2ccccc2Cl)cc1 ?
IL2 activator: -0.7; Nrf2 activator: 0.7%; ATXN viability: inactive; EPAC2 agonist: 3%; TGFb inhibitor: 18%; HepG2 viability: 7%; Nrf2 inh: -2%; A549 tox: -7%; ATXN2 expr inh: -4%

What do the screens show for `O=C(Cn1ncc2c3ccccc3n(Cc3ccc(Cl)cc3)c2c1=O)NCCCc1ccccc1`?
Nrf2 activator: -0.8%; ATXN viability: inactive; TGFb inhibitor: 23%; HepG2 viability: 9%; Nrf2 inh: 6%; A549 tox: -2%; ATXN2 expr inh: 10%

Results for Cc1c(Cl)cccc1NC(=O)C1CCN(c2cnccn2)CC1 ?
IL2 activator: -0.1; Nrf2 activator: -0.4%; ATXN viability: inactive; EPAC2 agonist: 3%; TGFb inhibitor: -9%; HepG2 viability: -52%; Nrf2 inh: 3%; A549 tox: 3%; ATXN2 expr inh: -7%

Results for CCN(CC)S(=O)(=O)c1ccc(N2CCOCC2)c(C(=O)O)c1 ?
IL2 activator: 1.2; Nrf2 activator: 0.5%; ATXN viability: inactive; EPAC2 agonist: 6%; TGFb inhibitor: -5%; HepG2 viability: -35%; Nrf2 inh: 4%; A549 tox: -10%; ATXN2 expr inh: -4%

What do the screens show for `COc1ccccc1N(CC(=O)NC1CCCC1)S(=O)(=O)c1cccc(C(F)(F)F)c1`?
IL2 activator: -0.4; Nrf2 activator: -0.2%; ATXN viability: inactive; EPAC2 agonist: -6%; TGFb inhibitor: 0%; HepG2 viability: -3%; Nrf2 inh: 10%; A549 tox: 4%; ATXN2 expr inh: 1%

What do the screens show for `CCCCCCCCC1CC(C(=O)Nc2ccccc2)C(=O)O1` (centres undefined)?
IL2 activator: 0.2; Nrf2 activator: 4.2%; ATXN viability: inactive; EPAC2 agonist: -7%; TGFb inhibitor: inconclusive; HepG2 viability: -36%; Nrf2 inh: inconclusive; A549 tox: inconclusive

What do the screens show for `CCC(=O)NC(=S)Nc1c(C)cc(Br)cc1C`?
IL2 activator: -0.1; Nrf2 activator: 0.0%; ATXN viability: inactive; EPAC2 agonist: 1%; TGFb inhibitor: 4%; HepG2 viability: -4%; Nrf2 inh: -23%; A549 tox: -2%; ATXN2 expr inh: -5%

Results for CCCCCNC(=O)CSC1=N/C(=C\c2ccc(Cl)c(Cl)c2)C(=O)N1CC ?
IL2 activator: 0.0; Nrf2 activator: -0.2%; ATXN viability: inactive; EPAC2 agonist: 2%; TGFb inhibitor: -30%; HepG2 viability: -21%; Nrf2 inh: 2%; A549 tox: -14%; ATXN2 expr inh: -2%

How did O=C(COC(=O)/C=C/c1ccc(F)cc1)Nc1nnc(-c2ccccc2)o1 do in these assays?
IL2 activator: 1.5; Nrf2 activator: 0.4%; ATXN viability: inactive; EPAC2 agonist: -7%; TGFb inhibitor: 0%; HepG2 viability: -14%; Nrf2 inh: 8%; A549 tox: 1%; ATXN2 expr inh: 0%

What do the screens show for `CCCCN(C(=O)CCCc1nc2ccccc2c(=O)[nH]1)c1c(N)n(CCCC)c(=O)[nH]c1=O`?
IL2 activator: -4.1; Nrf2 activator: -0.4%; ATXN viability: inactive; EPAC2 agonist: -4%; TGFb inhibitor: -11%; HepG2 viability: 5%; Nrf2 inh: 5%; A549 tox: -6%; ATXN2 expr inh: 1%

Results for CCS(=O)(=O)Nc1cccc(-c2cn3c(n2)SCC3)c1 ?
IL2 activator: 1.0; Nrf2 activator: -0.7%; ATXN viability: inactive; EPAC2 agonist: 3%; TGFb inhibitor: 24%; HepG2 viability: -2%; Nrf2 inh: 6%; A549 tox: -2%

Results for Cc1ccc(S(=O)(=O)N2CCN(C(=O)COC(=O)CNC(=O)c3ccccc3)CC2)c(C)c1 ?
IL2 activator: 1.1; Nrf2 activator: 0.5%; ATXN viability: inactive; EPAC2 agonist: -13%; TGFb inhibitor: 5%; HepG2 viability: 0%; Nrf2 inh: 6%; A549 tox: -1%; ATXN2 expr inh: -3%

How did COc1ccccc1N1CCN(CC(=O)c2c(N)n(C)c(=O)n(C)c2=O)CC1 do in these assays?
IL2 activator: -0.3; Nrf2 activator: 2.5%; ATXN viability: inactive; EPAC2 agonist: 1%; TGFb inhibitor: 17%; HepG2 viability: 17%; Nrf2 inh: -18%; A549 tox: -1%; ATXN2 expr inh: -16%

What do the screens show for `Cc1cccc(C)c1NC(=O)CN(C)CC(=O)Nc1sc2c(c1C(N)=O)CCC2`?
IL2 activator: -4.5; Nrf2 activator: -0.4%; ATXN viability: inconclusive; EPAC2 agonist: 0%; TGFb inhibitor: 1%; HepG2 viability: -1%; Nrf2 inh: 2%; A549 tox: -11%; ATXN2 expr inh: -16%

What do the screens show for `CSc1ccc(CN(C)C(=O)c2ccc(S(=O)(=O)Nc3c(C)n(C)n(-c4ccccc4)c3=O)cc2)cc1`?
IL2 activator: 1.2; Nrf2 activator: 0.6%; ATXN viability: inactive; EPAC2 agonist: 2%; TGFb inhibitor: -16%; HepG2 viability: -9%; Nrf2 inh: inconclusive; A549 tox: 3%; ATXN2 expr inh: 1%

How did Cc1cccc(NCC(=O)N/N=C/c2cccc(Br)c2)c1 do in these assays?
IL2 activator: 1.2; Nrf2 activator: -0.2%; ATXN viability: inconclusive; EPAC2 agonist: -13%; TGFb inhibitor: -19%; HepG2 viability: -26%; Nrf2 inh: -30%; A549 tox: -3%; ATXN2 expr inh: inconclusive

How did O=C(NNC(=O)C1CC(c2cccs2)=NO1)Nc1ccc(Cl)cc1 (centres undefined) do in these assays?
IL2 activator: -3.7; Nrf2 activator: 0.1%; ATXN viability: inactive; EPAC2 agonist: 2%; TGFb inhibitor: -2%; HepG2 viability: -3%; Nrf2 inh: 4%; A549 tox: 9%; ATXN2 expr inh: 19%

How did COc1ccc(N=CC2=C(O)c3ccccc3C2=O)cc1 do in these assays?
IL2 activator: 2.4; Nrf2 activator: 0.0%; ATXN viability: inactive; EPAC2 agonist: -5%; TGFb inhibitor: -5%; HepG2 viability: -4%; Nrf2 inh: inconclusive; A549 tox: -3%; ATXN2 expr inh: 10%

What do the screens show for `O=C(CN1C(=O)NC2(CCCc3ccccc32)C1=O)N1CCCCC1` (centres undefined)?
IL2 activator: -4.1; Nrf2 activator: 0.2%; ATXN viability: inactive; EPAC2 agonist: 15%; TGFb inhibitor: -24%; HepG2 viability: -6%; Nrf2 inh: 2%; A549 tox: -2%; ATXN2 expr inh: 4%

What do the screens show for `CSc1ccccc1NC(=O)N1CCC(CO)(CC2CCCCO2)CC1` (centres undefined)?
IL2 activator: 0.3; Nrf2 activator: -0.8%; ATXN viability: inactive; EPAC2 agonist: 2%; TGFb inhibitor: -3%; HepG2 viability: -1%; Nrf2 inh: -2%; A549 tox: 1%; ATXN2 expr inh: 4%

What do the screens show for `CC(=O)c1cccc(OCc2cc(C(=O)N3CCSCC3)no2)c1`?
IL2 activator: -0.8; Nrf2 activator: 5.9%; ATXN viability: inactive; EPAC2 agonist: 4%; TGFb inhibitor: 23%; HepG2 viability: 0%; Nrf2 inh: inconclusive; A549 tox: -9%; ATXN2 expr inh: 85%[activator]

Looked up by compound from above, 3 records:
How did O=C(NNC(=O)C1CC(c2cccs2)=NO1)Nc1ccc(Cl)cc1 (centres undefined) do in these assays?
IL2 activator: -3.7; Nrf2 activator: 0.1%; ATXN viability: inactive; EPAC2 agonist: 2%; TGFb inhibitor: -2%; HepG2 viability: -3%; Nrf2 inh: 4%; A549 tox: 9%; ATXN2 expr inh: 19%

Results for CCS(=O)(=O)Nc1cccc(-c2cn3c(n2)SCC3)c1 ?
IL2 activator: 1.0; Nrf2 activator: -0.7%; ATXN viability: inactive; EPAC2 agonist: 3%; TGFb inhibitor: 24%; HepG2 viability: -2%; Nrf2 inh: 6%; A549 tox: -2%

What do the screens show for `COc1ccccc1N(CC(=O)NC1CCCC1)S(=O)(=O)c1cccc(C(F)(F)F)c1`?
IL2 activator: -0.4; Nrf2 activator: -0.2%; ATXN viability: inactive; EPAC2 agonist: -6%; TGFb inhibitor: 0%; HepG2 viability: -3%; Nrf2 inh: 10%; A549 tox: 4%; ATXN2 expr inh: 1%
